MOR-DOR inv ag: inverse agonist of human OPRM1-OPRD1 heterodimerization; P35372+P41143; cell-based MOR-DOR heterodimer luminescence, inverse agonism; inhibition, % at 9.3 µM; hit rate 0.21% among 340,000; AID 504357; in the data active means inhibition above about 22%, passing the limit was not always enough;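 further: 0% = cells with DMSO and 100% = wells without cells with DMSO; values of inactives mirror those of a sister screen read the other way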
Target sequence (P35372 whole entry, looked up): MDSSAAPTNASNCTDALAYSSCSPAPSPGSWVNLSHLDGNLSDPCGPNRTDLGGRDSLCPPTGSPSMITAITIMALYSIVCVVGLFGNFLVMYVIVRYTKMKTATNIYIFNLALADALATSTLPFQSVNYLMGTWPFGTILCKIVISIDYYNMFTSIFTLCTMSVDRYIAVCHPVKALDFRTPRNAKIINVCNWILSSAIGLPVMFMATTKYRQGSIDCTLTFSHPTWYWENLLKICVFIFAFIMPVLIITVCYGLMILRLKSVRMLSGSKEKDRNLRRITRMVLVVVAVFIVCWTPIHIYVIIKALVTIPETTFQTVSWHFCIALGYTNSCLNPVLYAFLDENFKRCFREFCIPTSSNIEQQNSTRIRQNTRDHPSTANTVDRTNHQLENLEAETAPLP
Target sequence (P41143 whole entry, looked up): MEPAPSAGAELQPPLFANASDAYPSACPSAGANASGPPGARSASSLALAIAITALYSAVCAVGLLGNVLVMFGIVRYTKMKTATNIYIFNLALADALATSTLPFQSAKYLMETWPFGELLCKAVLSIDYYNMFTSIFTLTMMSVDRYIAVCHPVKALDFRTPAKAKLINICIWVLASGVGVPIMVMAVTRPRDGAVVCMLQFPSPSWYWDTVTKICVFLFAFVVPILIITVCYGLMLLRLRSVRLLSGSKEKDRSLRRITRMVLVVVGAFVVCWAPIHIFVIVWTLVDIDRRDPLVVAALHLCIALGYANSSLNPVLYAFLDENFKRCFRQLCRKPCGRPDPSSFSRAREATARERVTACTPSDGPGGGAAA
PKA-R1A act: activates the PKA-R1A holoenzyme complex; P00514+P68181; AID 504707; hit rate 0.083% among 340,000; PKA-R1A dissociation, Cy5-IP20 fluorescence polarization; scaled: DMSO 0%, 113 µM cGMP 100%; activation, % at 11.4 µM;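 active means percent activation above the mean of all tested compounds plus 3 SD, cut at about 19% in these data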;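 further: higher means more PKAc released from R1A so a rise in polarization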
OPRM1-OPRD1 ag: agonists of human mu-delta opioid receptor heterodimerization. P35372+P41143. AID 504326. activation, % at 9.3 µM. cells, OPRM1-OPRD1 heterodimerization, luminescence. hit rate 0.3% among 340,000; in the data active means activation above about 18%;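 further: 0% = vehicle-treated cells and 100% = reference agonist; values of inactives mirror those of a sister screen read the other way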
DSG3 Ab inh: human desmoglein-3 autoantibody binding inhibition; DSG3-coupled beads, scFv-anti-DSG3-GFP binding, flow cytometry; stronger effect = lower value; binding (percent of control), % at 10 µM; hit rate 0.48% among 310,000; AID 588358;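 active means binding more than 3 SD below its plate's average and above zero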;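 further: hits lower antibody fragment binding to DSG3; some compounds called inactive have numbers as strong as hits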
AddAB inh: less growth of phage-infected E. coli with AddAB | E. coli expressing H. pylori AddAB, absorbance growth | inhibition, % at 11.9 µM | hit rate 0.29% among 330,000 | AID 435030; in the data active means inhibition above about 12%;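 further: 0% = vehicle wells of infected cells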
Tat transport: E. coli Tat transport inhibition | E. coli MC4100 TorA-mCherry Tat export, fluorescence | inhibition, % at 10 µM | hit rate 0.036% among 340,000 | AID 488895;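 active means mean replicate inhibition at least 50% and at least half of replicates individually reaching 50%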;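 further: exported cargo escapes ClpAP degradation while cytoplasmic cargo is degraded and loses fluorescence; 0% = median of neutral control wells and 100% = median of NaSCN control wells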
E coli growth: counter-screen for AddAB inhibitors: E. coli growth inhibition; E. coli V3065 growth, OD600 absorbance, 18 h; hit rate 0.27% among 330,000; inhibition, % at 11.9 µM;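 active means inhibition above the campaign's mean inhibition across all tested compounds plus 3 SD, cut at about 9.9% in these data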;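 further: uninfected addAB+ strain grown without phage in ampicillin broth; 0% = DMSO wells and 100% = ciprofloxacin 0.95 µg/ml wells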
phage Ecoli inh: E. coli growth loss with phage present | growth absorbance | inhibition, % at 11.9 µM | hit rate 0.26% among 360,000; in the data active means inhibition above about 11%
PfHsp90 yeast 2: growth inhibition of yeast expressing Plasmodium Hsp90. S. cerevisiae expressing PfHsp90, BacTiter-Glo ATP, 48 h; yeast lacking PDR1 and PDR3 efflux regulators. inhibition, % at 9.4 µM. hit rate 0.32% among 310,000. AID 504621;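 active means every replicate shows inhibition above about 80%, whatever the replicate mean, limit read from the data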;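 further: 0% = DMSO neutral controls and 100% = 20 µM radicicol positive controls; yeast relying on Plasmodium falciparum Hsp90 in place of its own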
Mot1-301 SUMO: blocks SUMOylation pathway, rescuing yeast Mot1-301 growth; S. cerevisiae Mot1-301 growth rescue, ATP luminescence, 38.5C; percent above DMSO median, 100 means doubled; growth rescue, % at 18.8 µM; hit rate 1% among 320,000;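 active means every valid replicate shows activation above 250% relative to neutral control wells; inactive means the rest, any valid replicate at or below 250%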;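 further: OY570 slx delta 5 strain wells were the positive control but not used for scaling; some compounds called inactive have numbers as strong as hits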
Arrestin-AP2 inh: blocks beta-arrestin peptide binding to AP2 adaptin; FITC-arrestin peptide / GST-AP2 beads, flow cytometry; AP2 beta2 appendage carries R879A mutation; inhibition, % at 10 µM; hit rate 0.31% among 340,000;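 active means inhibition above a set limit, near 3 SD of compounds lacking own fluorescence, cut at about 54% in these data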;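 further: plate controls were DMSO wells for no effect and 5 µM unlabelled arrestin peptide for full effect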
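System: GST-AP2 R879A glutathione beads. Medium: PBS with 0.05% Tween 20 and 0.1% BSA. Also added: FITC-arrestin peptide, 50 nM. Incubation: 12 min plus 1 h, RT. Measured by: high-throughput flow cytometry of beads, ex 488, em 535 nm. Evaluation: percent drop in bead-associated FITC signal.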
Starred values were filed as active, the others as inactive.

How did O=C(NCCCN1CCOCC1)c1cc(-c2ccc(Cl)cc2)on1 do in these assays?
MOR-DOR inv ag: -1; PKA-R1A act: 1; OPRM1-OPRD1 ag: 0.2; DSG3 Ab inh: 104; AddAB inh: 0.5; Tat transport: -10; E coli growth: -0.4; phage Ecoli inh: 6.5; PfHsp90 yeast 2: -4; Mot1-301 SUMO: 0; Arrestin-AP2 inh: 12

What do the screens show for `CC(=O)N(/N=C/c1ccc([N+](=O)[O-])o1)c1nc2ccccc2c(=O)n1-c1ccccc1`?
MOR-DOR inv ag: -14; PKA-R1A act: 1; OPRM1-OPRD1 ag: 2.9; AddAB inh: 15*; Tat transport: 6; E coli growth: 11*; phage Ecoli inh: 5.7; PfHsp90 yeast 2: -27; Mot1-301 SUMO: -10; Arrestin-AP2 inh: -2

Results for COc1ccccc1OCCn1c(CO)nc2ccccc21 ?
MOR-DOR inv ag: 5; PKA-R1A act: -15; OPRM1-OPRD1 ag: -1.1; DSG3 Ab inh: 95; AddAB inh: -1.6; Tat transport: -6; E coli growth: -1.9; phage Ecoli inh: 2.7; PfHsp90 yeast 2: 20; Mot1-301 SUMO: 256; Arrestin-AP2 inh: -4

How did COC(=O)Cn1c(CN(C)Cc2ccccc2)nc2c1c(=O)n(C)c(=O)n2C do in these assays?
MOR-DOR inv ag: 1; PKA-R1A act: 9; OPRM1-OPRD1 ag: -0.2; DSG3 Ab inh: 102; AddAB inh: 2.6; Tat transport: -2; E coli growth: -0.3; phage Ecoli inh: 0.6; PfHsp90 yeast 2: 5; Mot1-301 SUMO: inactive; Arrestin-AP2 inh: -1

Results for Cc1ccc(NC(=S)N2CCC(N(C)CC3CCCO3)CC2)c(C)c1 (centres undefined) ?
MOR-DOR inv ag: 10; PKA-R1A act: -15; OPRM1-OPRD1 ag: -1.9; DSG3 Ab inh: 107; AddAB inh: 1.6; Tat transport: -4; E coli growth: -1.3; phage Ecoli inh: 2.8; PfHsp90 yeast 2: 0; Mot1-301 SUMO: -14; Arrestin-AP2 inh: -1

Results for Cc1cc(=O)n2[nH]c(SCc3c(F)cccc3Cl)nc2n1 ?
MOR-DOR inv ag: 9; PKA-R1A act: -4; OPRM1-OPRD1 ag: -1.7; DSG3 Ab inh: 110; AddAB inh: -0.1; Tat transport: -2; E coli growth: 1.8; phage Ecoli inh: 1.6; PfHsp90 yeast 2: -6; Mot1-301 SUMO: -4; Arrestin-AP2 inh: 6

How did CCCOc1ccc(C(CC(=O)O)NC(=O)Cc2ccccc2)cc1 (centres undefined) do in these assays?
MOR-DOR inv ag: 16; PKA-R1A act: -3; OPRM1-OPRD1 ag: -2.9; DSG3 Ab inh: 99; AddAB inh: 0.5; Tat transport: -7; E coli growth: 2.2; phage Ecoli inh: 1.8; PfHsp90 yeast 2: 0; Mot1-301 SUMO: -10; Arrestin-AP2 inh: -3

How did O=[N+]([O-])c1ccc(NC(=S)N/C(=N/CS(=O)(=O)c2ccccc2)c2ccccc2)cc1 do in these assays?
MOR-DOR inv ag: 10; PKA-R1A act: 2; OPRM1-OPRD1 ag: -2.2; DSG3 Ab inh: 105; AddAB inh: 3.8; Tat transport: 4; E coli growth: 0.6; phage Ecoli inh: 1.0; PfHsp90 yeast 2: 23; Mot1-301 SUMO: 19; Arrestin-AP2 inh: -9

Results for CCn1c(CCNC(=O)c2ccco2)nc2ccccc21 ?
MOR-DOR inv ag: 3; PKA-R1A act: 3; OPRM1-OPRD1 ag: -0.4; DSG3 Ab inh: 102; AddAB inh: 2.2; Tat transport: -1; E coli growth: 0.1; phage Ecoli inh: 2.2; PfHsp90 yeast 2: -13; Mot1-301 SUMO: -11; Arrestin-AP2 inh: 0

Results for COc1ccc(C(=O)NCc2nnc(SCC(=O)Nc3ccccc3OC)o2)cc1 ?
MOR-DOR inv ag: 15; PKA-R1A act: -11; OPRM1-OPRD1 ag: -2.9; DSG3 Ab inh: 107; AddAB inh: 3.7; Tat transport: 0; E coli growth: 0.9; phage Ecoli inh: 3.1; PfHsp90 yeast 2: 2; Mot1-301 SUMO: 156; Arrestin-AP2 inh: -6

How did CCN=c1sc2ccccc2n1CC(O)COc1ccccc1 (centres undefined) do in these assays?
MOR-DOR inv ag: -40; PKA-R1A act: -7; OPRM1-OPRD1 ag: 8.1; AddAB inh: 4.0; Tat transport: 1; E coli growth: -0.3; phage Ecoli inh: 0.2; Mot1-301 SUMO: -18; Arrestin-AP2 inh: -6

Results for Cc1cccc(N2CC(C(=O)Nc3nnc(SCC(=O)Nc4cc(C)on4)s3)CC2=O)c1 (centres undefined) ?
MOR-DOR inv ag: 5; PKA-R1A act: 9; OPRM1-OPRD1 ag: -0.9; DSG3 Ab inh: 97; AddAB inh: -1.4; Tat transport: 2; E coli growth: -3.0; phage Ecoli inh: 1.4; PfHsp90 yeast 2: 0; Mot1-301 SUMO: -1; Arrestin-AP2 inh: 2

What do the screens show for `COC(=O)CNC(=O)c1cn(-c2ccc(C)c(C)c2)c(=O)c2ccccc12`?
MOR-DOR inv ag: 9; PKA-R1A act: -11; OPRM1-OPRD1 ag: -1.9; DSG3 Ab inh: 94; AddAB inh: 0.8; Tat transport: 10; E coli growth: -3.1; phage Ecoli inh: 2.1; PfHsp90 yeast 2: 10; Mot1-301 SUMO: -12; Arrestin-AP2 inh: 4

Results for CCN(CC)CCNC(=O)C(=O)NCC1OCCN1S(=O)(=O)c1ccc(Cl)cc1 (centres undefined) ?
MOR-DOR inv ag: 5; PKA-R1A act: -2; OPRM1-OPRD1 ag: -0.7; DSG3 Ab inh: 103; AddAB inh: -3.3; Tat transport: -3; E coli growth: -0.2; phage Ecoli inh: 1.4; PfHsp90 yeast 2: -5; Mot1-301 SUMO: 7; Arrestin-AP2 inh: 12

Results for COc1ccccc1OCC(=O)Nc1nonc1NC(=O)COc1ccccc1OC ?
MOR-DOR inv ag: 3; PKA-R1A act: -15; OPRM1-OPRD1 ag: -0.5; DSG3 Ab inh: 101; AddAB inh: 3.7; Tat transport: 5; E coli growth: 4.3; phage Ecoli inh: 2.0; PfHsp90 yeast 2: 24; Mot1-301 SUMO: 71; Arrestin-AP2 inh: 4

Results for Cc1cc(C)c2c(n1)SCC(=O)N2CC(=O)NCCC1=CCCCC1 ?
MOR-DOR inv ag: 4; PKA-R1A act: -5; OPRM1-OPRD1 ag: -0.8; DSG3 Ab inh: 105; AddAB inh: 4.5; Tat transport: 4; E coli growth: 0.4; phage Ecoli inh: 2.9; PfHsp90 yeast 2: -29; Mot1-301 SUMO: -4; Arrestin-AP2 inh: 2

What do the screens show for `O=C1CSC(=Nc2cc(Cl)ccc2Cl)N1`?
MOR-DOR inv ag: -4; PKA-R1A act: 3; OPRM1-OPRD1 ag: 0.7; DSG3 Ab inh: 99; AddAB inh: -0.3; Tat transport: 21; E coli growth: 1.3; Mot1-301 SUMO: -21; Arrestin-AP2 inh: -1

Results for Cc1cc(=O)oc2cc(OCC(=O)NCCCN3CCOCC3)c(Cl)cc12 ?
MOR-DOR inv ag: 11; PKA-R1A act: 4; OPRM1-OPRD1 ag: -2.0; DSG3 Ab inh: 94; AddAB inh: 1.7; Tat transport: 17; E coli growth: -1.3; phage Ecoli inh: 0.6; PfHsp90 yeast 2: 6; Mot1-301 SUMO: -3; Arrestin-AP2 inh: 3

How did COc1ccccc1CNC(=O)CCc1nc2ccccc2c(=O)[nH]1 do in these assays?
MOR-DOR inv ag: 19; PKA-R1A act: 12; OPRM1-OPRD1 ag: -3.5; DSG3 Ab inh: 108; AddAB inh: 4.8; Tat transport: -5; E coli growth: -2.1; phage Ecoli inh: 4.8; PfHsp90 yeast 2: 2; Mot1-301 SUMO: 4; Arrestin-AP2 inh: 8

How did CN1CCN(S(=O)(=O)c2cccc(C(=O)NCCOc3ccccc3F)c2)CC1 do in these assays?
MOR-DOR inv ag: 15; PKA-R1A act: -2; OPRM1-OPRD1 ag: -2.9; AddAB inh: 4.0; Tat transport: -1; E coli growth: 1.6; phage Ecoli inh: -0.6; PfHsp90 yeast 2: 31; Mot1-301 SUMO: -10; Arrestin-AP2 inh: 0

What do the screens show for `CC1CCN(S(=O)(=O)c2ccc(C(=O)N3CCOCC3)cc2)CC1`?
MOR-DOR inv ag: 9; PKA-R1A act: 2; OPRM1-OPRD1 ag: -2.7; DSG3 Ab inh: 113; AddAB inh: 1.6; Tat transport: 0; E coli growth: -2.3; phage Ecoli inh: 3.6; PfHsp90 yeast 2: -10; Mot1-301 SUMO: -6; Arrestin-AP2 inh: -6

Results for COC(=O)c1ccc(CSCC(=O)Nc2cc(OC)cc(OC)c2)o1 ?
MOR-DOR inv ag: 1; PKA-R1A act: 8; OPRM1-OPRD1 ag: -0.2; DSG3 Ab inh: 100; AddAB inh: 3.2; Tat transport: -3; E coli growth: 0.9; phage Ecoli inh: 2.3; PfHsp90 yeast 2: 13; Mot1-301 SUMO: -15; Arrestin-AP2 inh: 0

Results for O=C(O)c1cc(-c2ccc(Cl)s2)nc2ccccc12 ?
MOR-DOR inv ag: 10; PKA-R1A act: 2; OPRM1-OPRD1 ag: -2.0; DSG3 Ab inh: 118; AddAB inh: 2.2; Tat transport: -5; E coli growth: -2.0; phage Ecoli inh: -0.1; PfHsp90 yeast 2: -19; Mot1-301 SUMO: -14; Arrestin-AP2 inh: 3

What do the screens show for `Cc1cc(C)nc(OC(C(=O)O)C(OCCC(C)C)(c2ccccc2)c2ccccc2)n1` (centres undefined)?
MOR-DOR inv ag: 22; PKA-R1A act: -10; OPRM1-OPRD1 ag: -4.5; DSG3 Ab inh: 106; AddAB inh: -1.2; Tat transport: -1; E coli growth: -0.1; phage Ecoli inh: 5.2; PfHsp90 yeast 2: 1; Mot1-301 SUMO: -25; Arrestin-AP2 inh: -18

How did Fc1ccc(/C=N/NC(=S)Nc2cccnc2)cc1 do in these assays?
MOR-DOR inv ag: 13; PKA-R1A act: -3; OPRM1-OPRD1 ag: -2.6; DSG3 Ab inh: 112; AddAB inh: 1.4; Tat transport: 25; E coli growth: 0.4; phage Ecoli inh: 2.5; PfHsp90 yeast 2: 43; Mot1-301 SUMO: -16; Arrestin-AP2 inh: -5

What do the screens show for `Cc1ccc(S(=O)(=O)C2(C(=O)N3CCN(c4cc(C)ccc4C)CC3)CC2)cc1`?
MOR-DOR inv ag: -4; PKA-R1A act: -17; OPRM1-OPRD1 ag: 0.7; DSG3 Ab inh: 92; AddAB inh: -0.4; Tat transport: 10; E coli growth: -0.9; phage Ecoli inh: -1.0; PfHsp90 yeast 2: 15; Mot1-301 SUMO: -11; Arrestin-AP2 inh: 2
